# HP1b binding inh – inhibitors of HP1-beta chromodomain binding to methylated histone tails; AlphaScreen HP1-beta / biotin-H3K9me3 peptide binding; Potency, µM (titrated, usually from 114 µM), for inactives: at the highest dose activity change, negative = inhibition, most hits filed as inhibitors; 390,000 tested, 0.56% active; AID 540317; note: nearly all actives have a fitted effect of over 70% in size; inactives centre near 23
#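 Compound inhibition of the preformed complex between 50 nM HP1-beta and 50 nM biotinylated H3K9me3 peptide was read by AlphaScreen. Buffer was PBS pH 7.4 with 0.01% Tween-20. Incubations ran 30 min at room temperature, with 10 ug/mL donor/acceptor beads.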
# PGK inhibitor – T. brucei PGK inhibition; 380,000 tested, 0.043% active; AID 602233; P07378; Potency, µM (highest dose often 57.5 µM), inactives show at the top dose activity change, negative = inhibition, hits mostly inhibitors; PGK/GAPDH coupled, Kinase-Glo luminescence, 60 min; note: % is set by controls: 0 for no effect and ±100 for the full control effect; nearly all actives have a fitted effect of over 60% in size
#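 Recombinant glycosomal PGK reaction used 1,3-bisphosphoglycerate generated in-well by GAPDH (100nM final) in 100mM TEA pH 7.6, 5mM MgCl2, 0.01% Tween-20. After 60 minutes at room temperature, ATP was read by Kinase-Glo Plus luminescence end-point.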
# JMJD2A Tudor inh – blocks the human JMJD2A Tudor domain; O75164; AID 504339; 390,000 tested, 4.4% active; AlphaScreen JMJD2A-Tudor / H3K4me3 peptide binding; Potency, µM (series often up to 114 µM), inactives show at the top dose activity change, negative = inhibition, actives largely listed as inhibitors; note: % is set by controls: 0 for no effect and ±100 for the full control effect; nearly all actives have a fitted effect of over 50% in size
# Target sequence (O75164 whole entry, looked up, the tested form may be a part): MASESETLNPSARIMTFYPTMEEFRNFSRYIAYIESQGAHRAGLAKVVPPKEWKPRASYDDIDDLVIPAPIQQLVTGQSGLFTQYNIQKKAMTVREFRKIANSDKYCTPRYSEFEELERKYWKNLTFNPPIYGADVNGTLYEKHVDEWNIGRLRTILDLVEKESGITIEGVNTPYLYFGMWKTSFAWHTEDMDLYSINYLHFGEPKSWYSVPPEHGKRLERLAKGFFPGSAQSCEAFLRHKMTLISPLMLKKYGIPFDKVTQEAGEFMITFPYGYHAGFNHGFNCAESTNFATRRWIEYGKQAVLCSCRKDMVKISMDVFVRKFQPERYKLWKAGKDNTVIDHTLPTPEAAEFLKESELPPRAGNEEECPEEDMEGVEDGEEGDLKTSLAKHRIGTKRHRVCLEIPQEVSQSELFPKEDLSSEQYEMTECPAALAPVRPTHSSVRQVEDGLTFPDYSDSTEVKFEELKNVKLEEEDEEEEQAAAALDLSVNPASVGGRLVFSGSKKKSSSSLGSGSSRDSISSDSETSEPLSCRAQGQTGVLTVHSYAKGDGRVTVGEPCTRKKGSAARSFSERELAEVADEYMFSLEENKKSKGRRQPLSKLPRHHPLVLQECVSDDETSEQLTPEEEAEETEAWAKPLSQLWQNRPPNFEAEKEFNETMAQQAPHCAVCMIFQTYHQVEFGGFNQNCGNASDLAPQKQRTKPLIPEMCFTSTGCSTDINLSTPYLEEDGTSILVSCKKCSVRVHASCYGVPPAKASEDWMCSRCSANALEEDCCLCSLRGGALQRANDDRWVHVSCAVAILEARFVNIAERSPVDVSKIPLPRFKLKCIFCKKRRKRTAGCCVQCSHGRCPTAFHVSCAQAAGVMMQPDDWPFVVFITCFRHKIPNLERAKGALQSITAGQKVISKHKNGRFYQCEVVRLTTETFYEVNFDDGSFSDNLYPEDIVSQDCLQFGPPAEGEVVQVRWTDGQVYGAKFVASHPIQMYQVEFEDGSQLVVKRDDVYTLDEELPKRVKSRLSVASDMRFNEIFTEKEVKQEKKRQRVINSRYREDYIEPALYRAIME
# ALOX12 inh – blocks human arachidonate 12S-lipoxygenase; Potency, µM (top dose mostly 108 µM), inactives show at the top dose activity change, negative = inhibition, hits mostly inhibitors; purified 12hLO, xylenol orange hydroperoxide absorbance; 580,000 tested, 1.1% active; P18054; note: % is set by controls: 0 for no effect and ±100 for the full control effect
#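 Hydroperoxide product was detected by ferrous iron/xylenol orange as the 573 to 405 nm absorbance ratio. Arachidonic acid at 40 uM (final) was turned over for 30 min at room temperature by 150 nM human 12hLO, pH 7.0 Hepes buffer, after 15 min compound preincubation.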
# Pin1 inh – inhibitors of human Pin1; Pin1 FP peptide displacement, HiFluor488, 10 min; 390,000 tested, 0.009% active; Potency, µM (series often up to 115 µM), for the others: at the top dose activity, negative = inhibition, actives largely listed as inhibitors; Q13526; active = well fitted inhibition curve with a large enough effect in the polarisation, with a control signal flat, not every such curve was filed as active; inconclusive = small, poorly fitted or top-dose-only effect, or effect the other way, or a change in a side signal; inactive = no such curve, though single readings can be large or run the other way; the % refers to the polarisation; note: % is set by controls: 0 for no effect and ±100 for the full control effect
# GLS inh – glutaminase GLS (human) inhibition; GLS enzymatic activity, qHTS titration; 410,000 tested, 0.21% active; Potency, µM (highest dose often 45.5 µM), without a hit: top-dose activity change, negative = inhibition, usual class: inhibitors; AID 624170; O94925; note: % is set by controls: 0 for no effect and ±100 for the full control effect
#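 hKGA in 45 mM KH2PO4 (pH 8.2), 0.02% Tween-20 with compound, then 1mM L-Glutamine (stock as added) plus glutamate oxidase/HRP/Amplex red coupling mix. Fluorescence read initially and after 30 min at RT; signal change reflects glutamate formation.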
# rTrxR1 inhibitor – rat TrxR1 inhibition; O89049; recombinant rTrxR1, NADPH fluorescence consumption, selenite substrate; Potency, µM (highest dose often 114 µM), inactives show at the highest dose activity change, negative = inhibition, actives largely listed as inhibitors; 390,000 tested, 1% active; note: % is set by controls: 0 for no effect and ±100 for the full control effect; nearly all actives have a fitted effect of over 65% in size
#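 Rat TrxR1 (90 nM in the dispensed reagent) was pre-reduced with 400 uM NADPH for 5 min at room temperature, then incubated with compound for 15 min. After 400 uM selenite was added, NADPH fluorescence (Ex 340/Em 450 nm) was followed for 8 min.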
# ERG Ets-DNA blk – blocks human ERG Ets domain binding to DNA. Potency, µM (top dose mostly 76.9 µM), for inactives: at the top dose FP activity, negative = inhibition, most hits filed as inhibitors. P11308. fluorescence polarization, His-ERG Ets domain / labelled DNA. AID 624246. 370,000 tested, 0.028% active; active = well fitted inhibition curve with a large enough effect in the polarisation, with a control signal flat; inconclusive = small, poorly fitted or top-dose-only effect, or effect the other way, or a change in a side signal; inactive = no such curve, though single readings can be large or run the other way; the % refers to the polarisation;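 note: polarization taken with two DNA probes labelled with fluorescein and Texas red; % of control where 0% means no effect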
#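 His-tagged ERG Ets domain (1 uM in the protein solution; 300mM KCl, 50mM Tris-HCl, 1mM EDTA, 1mM DTT, pH 7.5) received compound, then a probe mix of 5 nM fluorescein-DNA and 100nM Texas-615-DNA. Fluorescence polarization was read for both dyes.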
# RGS4 inhibitor – blocks human RGS4-accelerated GTP hydrolysis; AID 504845; Transcreener GDP fluorescence polarization, RGS4-accelerated GTP hydrolysis; Potency, µM (doses to about 114 µM), inactives show at the top dose activity change, negative = inhibition, actives largely listed as inhibitors; 390,000 tested, 0.039% active; note: % is set by controls: 0 for no effect and ±100 for the full control effect; nearly all actives have a fitted effect of over 75% in size; some results filed as inactive show a strong effect at the top dose
#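 MLSMR compounds (23 nl, pin-transferred) preincubated 10 min at room temperature with a 500nM (2x) first reagent, then RGS4 at 900nM (2x) plus Transcreener GDP mix added; fluorescence polarization (620/688 nm) read before and after 90 min at 30 °C.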
# The depositor's hits bear a star; i = inactive; ? = inconclusive; · = no result given; [ ] = another dose, or the depositor's remark. Unless noted, calls come from the whole dose curve; as a rule, active = well fitted curve in the direction sought with a large enough effect; inconclusive = small, poorly fitted or top-dose-only effect, or another doubt; inactive = no such curve, though single readings can be large; an effect the other way counts as inactive or inconclusive. Potency is the fitted concentration of half-maximal effect.
SMILES,HP1b binding inh,PGK inhibitor,JMJD2A Tudor inh,ALOX12 inh,Pin1 inh,GLS inh,rTrxR1 inhibitor,ERG Ets-DNA blk,RGS4 inhibitor
O=C(CN1CCN(Cc2ccc(Cl)cc2)C1=O)N1CCC2(CC1)OCCO2,26.3%,2.4%,10.3%,11.4%,-10.6%,5.4%,16.6%[57.1 µM],-0.6%,11.5%
CCN1C(=O)/C(=C2\C=Cc3ccccc3N2CC)OC1=S,-22.2%,-8.0%,?,-26.5%,1.7%,-4.6%,18.9%[57.1 µM],·,13.0%
C[N+]1(C)[C@@H]2CC[C@H]1CC(OC(=O)C(c1ccccc1)c1ccccc1)C2 (stereo not given in full),31.0%,·,?,?,-2.9%,9.6%,12.4%,2.8%,?
CC(=NCCN1CCCCC1)c1c(O)n(-c2ccccc2)c(=O)[nH]c1=O,8.3%,-8.5%,-4.0%,82.5%[activator],-2.5%,3.9%,-2.6%[57.1 µM],2.7%,25.6%
O=C(CCS(=O)(=O)c1ccc(Br)cc1)N1CCC2(CC1)OCCO2,28.4%,-6.8%,-7.6%,8.9%,4.7%,8.3%,-0.3%[57.1 µM],4.5%,-22.6%
CCCC1=Nc2cc(C(=O)NC3CCC(C)CC3)ccc2Sc2ccccc21 (stereo not given),18.7%,1.5%,-17.5%,-1.1%,?,1.0%,4.0%,-1.5%,-17.2%
CCCCn1c(O)c(C(CC)=NCCN2CCOCC2)c(=O)[nH]c1=O,31.8%,-0.6%,-14.1%,14.7%,7.4%,3.2%,-4.0%,-4.8%,-3.6%
O=C(c1ccc(Cl)cc1)N1CCC2(CC1)OCCO2,15.0%,-7.5%,-12.1%,19.7%,-3.4%,0.4%,26.3%,-12.2%,-10.6%
O=[N+]([O-])c1ccccc1-c1cc(-c2ccccc2)cc(-c2ccccc2)[n+]1Cc1ccccc1Cl,-4.6%,5.9%,-31.2%,-17.8%,-6.8%,5.5%,-12.5%,-1.8%,0.4%
O=[N+]([O-])c1ccc(-c2ccccc2)c([As](=O)(O)O)c1,50.6%[activator],-0.3%,-19.0%,?,-12.9%,-5.1%,?,5.0%,-25.8%
Cc1cccc(OCCn2cccc2/C=C2/C(=O)NC(=O)N(Cc3ccco3)C2=O)c1,20.4%,-9.6%,-29.4%,-71.7%,8.3%,4.3%,35.5µM*,29.5%,?
CC(=O)N1CCN(CCN=Cc2c(O)n(-c3ccc(C)cc3)c(=S)[nH]c2=O)CC1,24.9%,1.8%,-10.6%,10.4%,-8.0%,2.2%,?,-5.7%,13.8%[56.9 µM]
CC1CN(c2ccc([N+](=O)[O-])cc2Cl)CCN1 (stereo not given),20.3%,i,-13.8%,-21.2%,3.9%,-10.7%,6.1%,15.7%,-7.8%
COc1cccc(NC(=O)CCc2nc(-c3ccc(C(C)(C)C)cc3)no2)c1,31.8%,-0.8%,-14.6%,-16.6%,22.6%,-6.7%,7.5%,-1.3%,-1.8%
COC(=O)C1=C(c2cc3ccccc3o2)C[C@@H]2CC[C@H]1N2C(=O)N1CCC(O)CC1,42.5%[activator],-4.4%,-5.8%,-23.1%,-0.6%,2.4%,12.5%,1.2%,-6.5%
C[N+]1(C)C2CCC1CC(OC(=O)c1ccccc1)C2 (stereo not given),7.8%,i,?,?,-1.1%,-6.9%,22.8%,-1.0%,11.8%
Cc1ccc(Cn2cccc(C(=O)Nc3nc4ccc(C)cc4s3)c2=O)cc1,19.5%,2.3%,-15.9%,-26.8%,0.2%,-16.8%,21.6%[57.1 µM],0.6%,-17.1%
CC(C)(C)c1ccc(O)c(CN2CCN(c3ccccc3)CC2)c1,6.9%,-6.7%,-11.8%,0.0%,?,8.3%,-5.2%,1.2%,34.4%
O=c1c2ccccc2nc(CN2CCCCCC2)n1-c1ccc(F)cc1,24.5%,0.2%,-21.6%,-12.2%,8.4%,16.9%,?,-1.3%,?
COC(=O)C1=C(c2ccc(F)cc2OCc2ccccc2)C[C@@H]2CC[C@H]1N2C(=O)N1CCC(C)CC1,31.5%,5.2%,-16.9%,·,0.8%,17.9%,-1.8%[57.1 µM],0.4%,24.8%
O=c1c2ccccc2nc(/C=C/c2ccccc2)n1-c1ccccc1O,-18.9%,6.4%,?,0.0%,-0.7%,-5.4%,5.0%,-1.7%,1.7%
CN1C(=O)C(=Cc2ccc(Sc3ccccc3)o2)C(=O)N(C)C1=S,?,-10.1%,50.1µM*,-12.0%,28.6%,-11.7%,20µM*,38.5%[activator],?
C=CCn1c(O)c(C(CC)=Nc2ccc(N(C)C)cc2)c(=O)[nH]c1=O,24.5%,-3.3%,-13.2%,0.0%,-2.5%,11.4%,25.5%[57.1 µM],-6.4%,?
O=C(c1cc(F)ccc1F)C1CCCN(Cc2cccc(Cl)c2)C1 (stereo not given),100.7%[activator],3.0%,63.1%[activator],-15.7%,-2.1%,2.9%,2.3%,-12.5%,1.5%[56.9 µM]
c1cnc2c(c1)ncn2C1CCNCC1,-0.4%,-1.6%,-11.6%,-1.0%,0.7%,-5.2%,-5.8%[57.1 µM],-5.0%,-0.3%

# The list goes on:
SMILES,HP1b binding inh,PGK inhibitor,JMJD2A Tudor inh,ALOX12 inh,Pin1 inh,GLS inh,rTrxR1 inhibitor,ERG Ets-DNA blk,RGS4 inhibitor
COc1cc(OC)cc(C(=O)Nc2ccc(Cl)cc2C(=O)c2ccccc2Cl)c1,21.8%,1.6%,-19.3%,-17.6%,0.9%,-3.6%,3.7%,-4.1%,4.6%
O=C1NC(=O)C(=Cc2coc3ccccc3c2=O)C(=O)N1,-2.4%,·,-22.2%,?,?,30.0%,?,7.2%,?
CCOc1ccc(N=C2SCCCN2C)cc1,5.3%,-1.9%,?,-4.5%,1.2%,-5.0%,9.4%[57.1 µM],3.5%,11.0%[11.4 µM]
CCn1c(O)c(C=NCCN2CCOCC2)c(=O)n(CC)c1=S,32.0%,-9.8%,-11.6%,95.9%[activator],?,2.7%,0.9%,-5.0%,16.3%
CCOC(=O)C1(CCOc2ccccc2)CCN(Cc2cccc(O)c2)CC1,19.4%,i,-35.6%,46.8%[activator],-2.5%,-0.2%,27.7%,5.3%,0.5%
COc1cccc(-n2c(C)nc3ccccc3c2=O)c1,25.6%,-2.4%,-7.3%,0.0%,-2.0%,7.9%,10.4%,3.5%,19.9%
CC(C)N1CCC2(CC1)NC(CO)(CO)CO2,1.6%,i,-19.4%,0.0%,2.1%,3.0%,7.1%[57.1 µM],7.8%,-5.4%
COc1ccccc1OCC(=O)N1CCCC(N2CCN(c3ccc(F)cc3)CC2)C1 (stereo not given),9.5%,2.7%,-10.2%,-8.5%,1.3%,21.3%,13.6%,-7.0%,-16.4%
COc1ccc2c3c1OC1C(O)C=CC4[C@@H](C2)N(C)CC[C@]314 (stereo not given in full),59.7%[activator],i,-4.8%,-4.9%,10.0%,-0.2%,20.8%,4.4%,-4.5%
O=C1/C(=C\c2cc3c(cc2Br)OCO3)N2CCC1CC2,12.1%,i,-12.5%,·,0.3%,4.1%,-22.9%,3.6%,-17.6%
CC1CN=C(NCCc2ccccc2)S1 (stereo not given),18.8%,6.4%,3.4%,-2.1%,4.8%,0.6%,23.7%[57.1 µM],-9.4%,8.9%
CN1CCCN(c2ccc([N+](=O)[O-])nc2)CC1,-4.9%,-10.1%,-15.9%,-20.6%,-3.3%,18.2%,-24.3%,-11.9%,1.9%
CN1C(=O)/C(=C\c2ccc(N3CCCCC3)o2)C(=O)NC1=S,-3.0%,-10.2%,-21.4%,12.5%,?,-1.4%,-12.1%[57.1 µM],2.8%,-25.2%
COc1ccc2c(c1)NP(=S)(Oc1ccccc1)N2 (stereo not given),?,i,?,-13.6%,?,?,13.2%[57.1 µM],1.3%,-17.0%
CNC(C)C#Cc1ccc2c(=O)c3ccccc3oc2c1 (stereo not given),7.8%,-1.1%,-24.3%,?,21.4%,4.5%,-20.3%,2.0%,-15.3%
FC(F)(F)/C(=N\P(=S)(N1CCOCC1)N1CCOCC1)N1CCOCC1,17.7%,0.6%,-0.7%,-3.0%,-1.5%,-5.8%,9.3%,0.5%,0.3%
Cc1cccc(CNCCc2ccccc2)n1,8.9%,-0.7%,-21.1%,-4.8%,-5.4%,10.0%,-5.0%,7.0%,-3.5%
Cc1ccc(O)c(C(=O)c2cc(C(=O)NCc3ccccc3)c(=O)n(Cc3ccccc3)c2)c1,19.3%,-2.1%,-19.3%,-13.6%,36.3%[activator],6.1%,-5.1%,2.8%,-38.2%
CC(C)c1c(CN(C)C(C)Cc2ccccc2)n(C)n(-c2ccccc2)c1=O (stereo not given),22.6%,2.3%,-4.8%,9.4%,9.5%,1.3%,-6.1%,-14.4%,7.1%
CCOc1cc2c(cc1OCC)-n1cccc1C(c1ccccc1OC)NC2 (stereo not given),?,i,?,-10.9%,-13.8%,-5.6%,-3.8%[11.4 µM],-7.0%,17.7%
CCOC(=O)c1ccc(N2C(=O)c3n[nH]c(-c4cccs4)c3C2c2ccc(Cl)cc2Cl)cc1 (stereo not given),14.7%,-5.1%,?,-17.0%,?,5.5%,14.3%,5.6%,0.3%
S=C(NCCc1ccccc1)NCCc1cnc[nH]1,15.7%,-4.6%,-27.3%,2.1%,4.7%,3.8%,9.7%,-4.2%,-1.7%
CN1C(=O)C(=Cc2ccccc2Oc2ccc(Cl)c(F)c2)C(=O)N(C)C1=O,131.6%,1.9%,9.9%,?,4.4%,-14.6%,11.2µM*,-1.1%,?
C=CCn1c(O)c(C=Nc2c(C)n(C)n(-c3ccccc3)c2=O)c(=O)[nH]c1=O,35.3%,-3.4%,-22.4%,-17.2%,37.2%[activator],-5.3%,0.5%,-19.7%,-13.3%

# A portion of the library. The share of hits here may be higher or lower than overall.
